Screening data (PubChem BioAssay)
Tau fibril ThT: tau fibrillization inhibition (ThT binding). P10636. recombinant tau K18 P301L, heparin-induced fibrillization, ThT fluorescence. Potency, µM (series often up to 57.4 µM), inactives show at the highest dose activity, negative = inhibition, actives largely listed as inhibitors. actives 2.1% (n = 270,000). AID 1460; note: % is set by controls: 0 for no effect and ±100 for the full control effect; nearly all actives have a fitted effect of over 55% in size
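Heparin-induced (20 uM) aggregation of recombinant human K18 P301L tau, 15 uM unlabeled with 0.24 uM labeled, pH 7 acetate buffer, 6 hr at 37 C with compound. Fibrils quantified by 30 uM ThT fluorescence after 1 hr ambient incubation.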
Tau fluor counter: counter-screen for tau fibril formation inhibitors. tau K18 P301L Alexa594 fluorescence, heparin fibrillization. Potency, µM (titrated, usually from 57.7 µM), for the others: at the highest dose activity change, negative = decrease. actives 0.93% (n = 280,000). AID 1463; note: % is set by controls: 0 for no effect and ±100 for the full control effect; nearly all actives have a fitted effect of over 55% in size
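Human tau K18 P301L (15 uM unlabeled, 0.24 uM Alexa 594-labeled) in 100 mM sodium acetate pH 7 with 20 uM heparin, 6 hr at 37 C. ThT 30 uM added, 1 hr ambient; Alexa 594 FP and total fluorescence read at 555/632 nm.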
HTT cytoprotect: cytoprotection in Huntington HTT-Q103 PC12 cell model. Potency, µM (series often up to 56.4 µM), without a hit: cytoprotection (ATP increase), actives largely listed as activators. actives 0.14% (n = 230,000). PC12 HTT-Q103 induced, cytoprotection, ATP luminescence, 40 h. AID 1471;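 note: % of control where 0% means no effect; nearly all actives have a fitted effect of over 45% in size; toxic huntingtin expression switched on by the ecdysone agonist tebufenozide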
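Quantitative HTS on tebufenozide-induced (100 nM) PC12 cells expressing HTTQ103 exon 1–GFP; compounds tested as a concentration series; survival measured via cellular ATP.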
L3MBTL1 block: inhibitors of human L3MBTL1 | Q9Y468 | AlphaScreen L3MBTL1–H3K9me1 peptide binding | Potency, µM (titrated, usually from 57.1 µM), for inactives: at the top dose activity, negative = inhibition, usual class: inhibitors | actives 0.66% (n = 230,000); note: % is set by controls: 0 for no effect and ±100 for the full control effect; nearly all actives have a fitted effect of over 60% in size
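First, the protein-peptide complex forms for 30 min at room temperature (L3MBTL1 50 nM, biotinylated H3K9me1 peptide 75 nM). Next, compounds are pin-transferred and incubated 30 min. Finally, AlphaScreen beads are added and read after 30 min.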
TexasRed fluor: alters Texas Red total fluorescence, flagging assay interference. TRb/SRC2 Texas Red total fluorescence interference. Potency, µM (top dose mostly 106 µM), for the others: at the highest dose fluorescence change, negative = quenching. actives 0.29% (n = 280,000). AID 1479; active = well fitted curve in either direction with a large enough effect; inconclusive = small, poorly fitted or top-dose-only effect; note: % is set by controls: 0 for no effect and ±100 for the full control effect
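Human TRβ ligand-binding domain (0.6 uM) and Texas Red SRC2 peptide (20 nM) in Tris buffer with 1 uM T3 and 5% DMSO were incubated with pinned compound for 5 hr at ambient temperature. Total fluorescence was computed as S + 2P (555/632 nm).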
Tau fibril FP: tau fibrillization inhibition (FP) | K18 P301L tau heparin fibrillization, Alexa594 FP, 6 h | Potency, µM (top dose mostly 57.7 µM), for inactives: at the highest dose activity, negative = inhibition, most hits filed as inhibitors | actives 0.39% (n = 280,000) | AID 1468; note: % is set by controls: 0 for no effect and ±100 for the full control effect; nearly all actives have a fitted effect of over 55% in size
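Quantitative HTS format: compounds meet 15 uM recombinant K18 P301L tau and Alexa 594-tau tracer in 100 mM sodium acetate pH 7; 20 uM heparin triggers fibrillization at 37 C over 6 hr; FP gives the signal.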
TRb-SRC2 inh: inhibitors of human thyroid hormone receptor beta-SRC2 interaction; P10828; TRbeta-SRC2 peptide binding, fluorescence polarization; receptor liganded with 1 µM T3; Potency, µM (titrated, usually from 106 µM), without a hit: at the highest dose activity change, negative = inhibition, usual class: inhibitors; actives 0.065% (n = 280,000);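 note: plate controls were bound peptide for no effect and peptide without receptor for full effect; nearly all actives have a fitted effect of over 50% in size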
Target sequence (P10828 whole entry, looked up): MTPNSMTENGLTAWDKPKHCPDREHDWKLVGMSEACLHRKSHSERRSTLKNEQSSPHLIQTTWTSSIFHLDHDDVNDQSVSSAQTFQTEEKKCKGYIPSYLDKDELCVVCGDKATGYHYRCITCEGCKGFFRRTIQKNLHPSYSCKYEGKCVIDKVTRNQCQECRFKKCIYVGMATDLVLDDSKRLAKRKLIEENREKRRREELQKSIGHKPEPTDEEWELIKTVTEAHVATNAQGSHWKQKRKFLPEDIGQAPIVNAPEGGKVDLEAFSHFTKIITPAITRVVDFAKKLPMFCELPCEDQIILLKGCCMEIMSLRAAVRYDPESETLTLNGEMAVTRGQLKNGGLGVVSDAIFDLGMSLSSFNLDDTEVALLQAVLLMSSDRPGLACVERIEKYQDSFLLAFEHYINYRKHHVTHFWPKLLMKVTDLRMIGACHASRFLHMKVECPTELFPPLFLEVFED
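Fluorescence polarization of 20 nM Texas Red SRC2 peptide (20-aa NR interaction domain) bound to 0.6 uM human TRb ligand-binding domain, with 1 uM T3, after 5 hr at ambient temperature; inhibition seen as decreased polarization.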
RECQ1 helicase: blocks DNA unwinding by human RECQ1; P46063; RECQ1 DNA unwinding, red fluorescence kinetic read; Potency, µM (series often up to 57.3 µM), without a hit: top-dose activity, negative = inhibition, most hits filed as inhibitors; actives 0.54% (n = 240,000);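 note: plate controls were vehicle for no effect and no enzyme for full effect; nearly all actives have a fitted effect of over 30% in size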
Target sequence (P46063 whole entry, looked up): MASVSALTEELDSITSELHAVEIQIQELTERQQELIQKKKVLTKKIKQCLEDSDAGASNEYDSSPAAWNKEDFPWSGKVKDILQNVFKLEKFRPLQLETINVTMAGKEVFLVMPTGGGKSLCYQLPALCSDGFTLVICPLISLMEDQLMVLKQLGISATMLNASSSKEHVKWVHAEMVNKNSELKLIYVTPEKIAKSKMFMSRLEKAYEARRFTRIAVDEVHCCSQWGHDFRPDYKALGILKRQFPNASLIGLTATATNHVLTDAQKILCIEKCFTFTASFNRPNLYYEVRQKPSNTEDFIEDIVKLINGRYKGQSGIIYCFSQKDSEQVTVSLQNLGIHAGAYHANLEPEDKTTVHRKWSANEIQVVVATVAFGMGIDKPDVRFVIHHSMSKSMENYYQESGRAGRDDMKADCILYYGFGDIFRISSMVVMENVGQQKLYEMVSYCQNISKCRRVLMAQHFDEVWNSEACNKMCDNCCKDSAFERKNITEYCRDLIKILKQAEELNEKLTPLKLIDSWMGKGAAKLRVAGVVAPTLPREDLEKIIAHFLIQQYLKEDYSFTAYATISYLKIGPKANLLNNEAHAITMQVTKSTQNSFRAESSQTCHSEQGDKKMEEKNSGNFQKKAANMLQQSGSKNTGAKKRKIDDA
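RECQ1T1 50 nM; forked duplex (20 bp + 30-nt ss tails) 200 nM, ATP 2 mM final; pH 8.0, 2 mM MgCl2, 2.5 ug/ml poly(dI-dC); 15 min compound preincubation; discontinuous kinetic read over 2 h at RT.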
Starred values were filed as active, the others as inactive; i = inactive; ? = inconclusive; nt = not tested or not shown; [ ] = remark or other dose. Unless noted, calls come from the whole dose curve; as a rule, active = well fitted curve in the direction sought with a large enough effect; inconclusive = small, poorly fitted or top-dose-only effect, or another doubt; inactive = no such curve, though single readings can be large; an effect the other way counts as inactive or inconclusive. Potency is the fitted concentration of half-maximal effect. These rows are one share of the data, so the mix of outcomes need not match the whole.

No.	Compound	Tau fibril ThT	Tau fluor counter	HTT cytoprotect	L3MBTL1 block	TexasRed fluor	Tau fibril FP	TRb-SRC2 inh	RECQ1 helicase
1	COC(=O)Cn1c(=NC(=O)c2sc3ccccc3c2Cl)sc2cc(S(N)(=O)=O)ccc21	-15%	-11%	-14%[10 µM]	13%	0%	?	-11%	6%
2	CCc1ccc(NC(=O)c2cc(C)on2)cc1	0%	1%	-78%[inhibitor]	-7%	-6%	1%	-3%	0%
3	CSc1ncccc1C(=O)OCC(=O)c1cccc(Br)c1	-13%	-22%	-29%	nt	-6%	-4%	0%	-29%
4	CN1C(=O)c2ccccc2Sc2ccc(NC(=O)COc3ccc(F)cc3)cc21	-8%	?	nt	nt	-1%	?	-9%	nt
5	CN1CCC(N(C)C(=O)NC2CCCCC2)CC1	2%	1%	-19%	-2%	0%	4%	1%	i
6	Cc1ccc2nc(Nc3ncc4c(n3)CCCC4=O)nc(C)c2c1	?	-3%	-4%	4%	-4%	-4%	0%	i
7	O=C1Nc2cc3c(cc2Sc2ccccc21)OCCO3	0%	-4%	1%[10 µM]	-11%	-1%	-13%	-8%	-12%
8	COc1ccc(CCNC(=O)Cn2cccc2C(=O)c2ccccc2)cc1OC	7%	4%	-8%[10 µM]	-4%	-1%	5%	-16%	5%
9	COc1ccc(-c2cc3ccccc3n2CC(O)CN2CCN(CCO)CC2)cc1 (configuration not stated)	-17%	-7%	-27%	-4%	-3%	1%	-3%	-6%
10	Cc1cccc(-c2nnc(NC(=O)c3ccc(N4C(=O)CCC4=O)cc3)s2)c1	9%	-8%	nt	-1%	-4%	?	8%	-3%
11	COc1ccccc1C(=O)NCc1ccccc1	-1%	0%	19%[10 µM]	3%	0%	3%	-10%	-4%
12	CC1S/C(=N/N=C/c2cccc([N+](=O)[O-])c2)NC1=O (configuration not stated)	-13%	-24%	-4%[10 µM]	-27%	-5%	7%	5%	0%
13	COCCCNc1nc(=S)[nH]c2cc(OC)c(OC)cc12	-17%	-14%	-16%	-8%	-3%	1%	0%	-8%
14	CCOC(=O)C(Cc1c[nH]c2ccccc12)NC(=O)c1ccco1 (configuration not stated)	-12%	-15%	-1%[10 µM]	-1%	0%	0%	2%	-4%
15	Nc1cccc(Oc2c(F)c(F)c(Oc3cccc(N)c3)c(F)c2F)c1	?	6.3µM*[quencher]	-9%[10 µM]	-18%	-2%	?	-1%	-14%
16	CC(=O)Nc1ccc(NC(=O)CN2CCCC(C)C2)c(Cl)c1 (configuration not stated)	-7%	6%	1%	-3%	-1%	4%	-20%	-7%
17	CC1(C)C(=O)OC(C(=O)c2ccc(Cl)cc2)C(C)(C)C1=O (configuration not stated)	-5%	-11%	11%[10 µM]	-1%	-2%	-9%	7%	5%
18	CC(=O)c1ccc(NC(=S)N(C)C2CCN(C)CC2)cc1	-2%	4%	-4%[10 µM]	-7%	1%	-2%	-6%	-2%
19	O=C(NCC1CCCO1)C1CCN(C(=O)c2ccc(Cl)cc2)CC1 (configuration not stated)	-1%	0%	17%	7%[11.4 µM]	0%	2%	-1%	0%
20	CCCSc1nc2c(c(=O)n1CC)SC(C)C2 (configuration not stated)	-9%	-7%	-22%	nt	-3%	8%	10%	-7%
21	Cc1cc(S(=O)(=O)Nc2c(C)nc3nc[nH]n3c2=O)ccc1F	0%	-5%	-10%[10 µM]	-4%	-2%	-14%	-1%	i
22	C/C(=N\Nc1cc(C)nc(-c2ccccc2O)n1)c1ccccc1O	?	10µM*[quencher]	1%[10 µM]	-2%	-1%	?	-1%	-25%
23	COc1ccc(N(Cc2cc3cccc(C)c3[nH]c2=O)C(=O)c2cccc(Cl)c2)cc1	?	-29%	nt	nt	?	-14%	1%	nt
24	Cc1ccc(NC(=O)c2cccc(NC(=O)/C=C/c3ccco3)c2)cc1C	-16%	?	5%[10 µM]	-1%	-1%	?	-4%	-1%
25	Cc1ccc(S(=O)(=O)N2CCC(C(=O)N/N=C/c3cccnc3)CC2)cc1	2%	4%	nt	5%	-5%	3%	-1%	5%
26	CCCCN(Cc1ccccc1)C(=O)CCN1C(=O)C2C3C=CC(C3)C2C1=O (configuration not stated)	-1%	0%	-20%	?	1%	3%	7%	-11%
27	Cc1ccc(S(=O)(=O)N2CCOCC2)cc1C(=O)Nc1ccccc1C(=O)O	-4%	-7%	nt	nt	3%	6%	-7%	nt
28	CN1CCN(/C=N/c2c(C#N)cnn2-c2ccccc2)CC1	2%	4%	0%	25%[11.4 µM]	0%	4%	7%	i
29	O=C(CSc1nc2ccccc2n1CCc1ccccc1)NC1CC1	-9%	-10%	-7%[10 µM]	1%	-4%	2%	-3%	-4%
30	COc1ccc(C[C@H]2CN3C(=NC[C@H]3C)N2CCNC(=O)c2ccc(C)c(Br)c2)cc1	-6%	-5%	-15%[10 µM]	1%	1%	-1%	8%	-9%

Some of the entries so far, field by field:
#23 COc1ccc(N(Cc2cc3cccc(C)c3[nH]c2=O)C(=O)c2cccc(Cl)c2)cc1
  Tau fibril ThT: ?
  Tau fluor counter: -29%
  HTT cytoprotect: nt
  L3MBTL1 block: nt
  TexasRed fluor: ?
  Tau fibril FP: -14%
  TRb-SRC2 inh: 1%
  RECQ1 helicase: nt

#11 COc1ccccc1C(=O)NCc1ccccc1
  Tau fibril ThT: -1%
  Tau fluor counter: 0%
  HTT cytoprotect: 19%[10 µM]
  L3MBTL1 block: 3%
  TexasRed fluor: 0%
  Tau fibril FP: 3%
  TRb-SRC2 inh: -10%
  RECQ1 helicase: -4%

#24 Cc1ccc(NC(=O)c2cccc(NC(=O)/C=C/c3ccco3)c2)cc1C
  Tau fibril ThT: -16%
  Tau fluor counter: ?
  HTT cytoprotect: 5%[10 µM]
  L3MBTL1 block: -1%
  TexasRed fluor: -1%
  Tau fibril FP: ?
  TRb-SRC2 inh: -4%
  RECQ1 helicase: -1%

New compounds follow.
No.	Compound	Tau fibril ThT	Tau fluor counter	HTT cytoprotect	L3MBTL1 block	TexasRed fluor	Tau fibril FP	TRb-SRC2 inh	RECQ1 helicase
31	Cc1ccc(N(C(C)C(=O)O)S(=O)(=O)c2c(C)n[nH]c2C)cc1 (configuration not stated)	-13%	-4%	-5%	-6%	-1%	-3%	-4%	-1%
32	Cn1c(CNc2ccccc2O)nc2ccccc21	?	?	-21%	-7%	-5%	-3%	5%	-9%
33	COc1ccc(OC)c(NC(=O)N2CCC3(CC2)Oc2ccccc2C(=O)N3Cc2ccccc2F)c1	-1%	-14%	nt	nt	0%	?	-2%	nt
34	O=C(CN1C(=O)COc2ccccc21)N1CCc2ccccc21	8%	7%	-14%[10 µM]	-3%	-2%	-4%	2%	i
35	Cc1ccc(S(=O)(=O)N2CCN(C(=O)Cc3ccc4c(c3)OCCO4)CC2)cc1C	0%	-1%	2%[10 µM]	0%	-3%[53 µM]	-6%	-3%[53 µM]	7%
36	CC(C)CCNC(=O)Cn1cc2c(n1)CCCCC2	-10%	-3%	0%	5%	0%	1%	7%	-2%
37	CCCCOc1ccc(C(=O)N(Cc2ccco2)Cc2ccco2)cc1	-12%	-1%	nt	nt	-3%	-5%	0%	nt
38	CCOc1ccc(C(=O)Nc2cccc(OCc3cc(=O)n4cc(C)sc4n3)c2)cc1	1%	1%	nt	nt	-4%	?	-9%	nt
39	Cn1ccnc1SCC(=O)c1cccc(Br)c1	?	-12%	-7%	nt	-2%	-4%	-8%	?
40	Cc1ccc(C)c(NC(=O)CCCN2C(=O)COc3ccc(C)cc32)c1	-7%	-15%	nt	nt	0%	-5%	5%	nt
41	COc1ccc(C)cc1NS(=O)(=O)c1cn(C)nc1C	5%	2%	-88%[inhibitor]	-1%	-1%	0%	-4%	13%
42	COc1ccc(N2CCN(Cc3nc(N)nc(Nc4ccccc4OC)n3)CC2)cc1	?	-22%	-20%	?	4%	5%	5%	18%
43	CCN1C(=O)C2(c3ccccc31)c1c(oc3ccc(F)cc3c1=O)C(=O)N2CCCOC (configuration not stated)	0%	-2%	nt	nt	3%	3%	4%	nt
44	NS(=O)(=O)c1cccc(NC(=O)COC(=O)CN2C(=O)C3CC=CCC3C2=O)c1 (configuration not stated)	-4%	0%	-29%	1%	-3%	1%	-6%	-4%
45	CCCCN(C)CCNC(=O)C1CCN(c2nc3ccc(CC)cc3s2)CC1	-16%	-15%	nt	nt	-3%	-2%	7%	nt
46	N#CCCn1cc(/C=N/O)c(-c2ccc(-c3ccccc3)cc2)n1	3%	-6%	-10%	-8%	-1%	1%	-12%	-9%
47	O=C(NCC(=O)N(CC1CCCO1)C1(C(=O)NC2CCCC2)CCCCC1)c1ccccc1 (configuration not stated)	-2%	-10%	-11%	nt	-1%	-9%	-12%	i
48	CCC(=O)OCc1c(C(F)(F)F)nn(C)c1Oc1cccc(C(F)(F)F)c1	2%	-8%	36%	22%	-6%	-8%	10%	i
49	COc1ccc(-n2c(=O)c3ccccc3n(CC(=O)OCc3ccccc3)c2=O)cc1OC	-1%	-5%	-88%[inhibitor]	nt	-1%	-1%	2%	-4%
50	Nc1c(-c2cccs2)cnn1-c1nc(-c2ccc(Cl)cc2Cl)cs1	?	-28%	-16%	-6%	2%	9%	-6%	-3%
51	CCC(C)NC(=O)CSC1=Nc2ccccc2C2=NC(c3ccccc3)C(=O)N12 (configuration not stated)	-9%	-7%	3%[10 µM]	nt	-1%	1%	-1%	i
52	Cc1ccc(Cn2cccc(NC(=O)NC3CCCCC3)c2=O)cc1	-7%	-6%	-12%	-3%	2%	8%	0%	-12%
53	Cc1ccc(-c2noc(-c3ccc(N4CCCC4)c([N+](=O)[O-])c3)n2)cc1	2%	3%	nt	nt	-1%	-2%	-2%	nt
54	COc1cccc2cc(C(=O)N3CCc4ccccc4C3)c(=O)oc12	-5%	5%	-8%[10 µM]	-2%	3%	5%	-2%	-3%
55	Cc1cc(=O)[nH]c(N/N=C/c2ccccn2)n1	-2%	-5%	-67%[inhibitor][10 µM]	?	0%	5%	-1%	-10%
56	CCCN1C(=O)CSC1=Nc1ccccc1	-4%	-1%	3%[10 µM]	13%	-1%	-2%	-5%	-2%
